# Assay outcomes (PubChem BioAssay)
# HEK293 tox: HEK 293 cell cytotoxicity; HEK 293 viability, ATP luminescence (CellTiter-Glo), 48-72 h; Potency, µM (titrated, usually from 115 µM), inactives show top-dose activity change, negative = cytotoxicity, most hits filed as inhibitors; actives 6.6% (n = 94,000); note: potency is the fitted concentration of half-maximal effect; nearly all actives have a fitted effect of over 60% in size
#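 ATP-coupled CellTiter-Glo luminescence served as viability read-out, recorded 10 min after reagent addition at room temperature. HEK 293 cells, 250 cells/well, had been incubated with pintool-transferred compound for 48 or 72 hr at 37 degree Celsius.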
# SNCA expr inh: SNCA gene expression inhibition | HEK-293 SNCA-luciferase knock-in, luminescence, 24 h | Potency, µM (doses to about 57.2 µM), for the others: at the highest dose activity change, negative = inhibition, most hits filed as inhibitors | actives 0.17% (n = 140,000);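 note: potency is the fitted concentration of half-maximal effect; plate controls were DMSO cells for no effect and cell-free wells for full effect; nearly all actives have a fitted effect of over 45% in size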
# HEK293 viab: counter-screen for SNCA expression inhibitors: cell viability | AID 1671193 | Potency, µM (titrated, usually from 57.1 µM), without a hit: at the top dose activity change, negative = cytotoxicity, actives largely listed as cytotoxic | actives 0.12% (n = 150,000) | HEK-293-SNCA-luc viability, GF-AFC fluorescence, 24 h;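 note: potency is the fitted concentration of half-maximal effect; 0% = DMSO-treated cells and -100% = medium-only wells without cells; nearly all actives have a fitted effect of over 30% in size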
#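 HEK-293-SNCA-luc cells (1500/well) plated 24 h, then exposed 24 h to a dilution series; GF-AFC added 30 min at 37C, fluorescence 405/540 nm; normalised to medium-only and DMSO wells, Hill fit.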
# Luciferase inh: inhibitors of firefly (Photinus pyralis) luciferase. P08659. purified P. pyralis luciferase, luminescence, biochemical. Potency, µM (doses to about 115 µM), for inactives: top-dose activity change, negative = inhibition, usual class: inhibitors. actives 2.5% (n = 76,000). AID 1347043; note: potency is the fitted concentration of half-maximal effect; nearly all actives have a fitted effect of over 65% in size
#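 Cell-free enzyme assay, 10nM P. pyralis luciferase, luciferin and ATP each at 10uM. Inhibition profiled over a 6-point titration, read as luminescence.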
# 3T3 cytotox: cytotoxic compounds in NIH 3T3 cells; NIH 3T3 viability, CellTiter-Glo ATP luminescence, 48-72 h; Potency, µM (series often up to 96.7 µM), inactives show at the highest dose activity change, negative = cytotoxicity, usual class: inhibitors; actives 4.3% (n = 94,000); note: potency is the fitted concentration of half-maximal effect; nearly all actives have a fitted effect of over 55% in size
#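 NIH 3T3 cells at 400 cells/well received 23 nL of compound by pintool and were incubated 48 or 72 h at 37 °C. Viability was read as ATP-coupled CellTiter-Glo luminescence.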
# IP6K1 inhibitor: IP6K1 kinase inhibition; IP6K1 kinase, ADP-Glo luminescence, 2 h; hits give low values; activity change, % (series mostly up to about 58 µM); actives 0.81% (n = 140,000); AID 1645851; in the data active = activity change below about -25%
# Target sequence (Q92551 whole entry, looked up): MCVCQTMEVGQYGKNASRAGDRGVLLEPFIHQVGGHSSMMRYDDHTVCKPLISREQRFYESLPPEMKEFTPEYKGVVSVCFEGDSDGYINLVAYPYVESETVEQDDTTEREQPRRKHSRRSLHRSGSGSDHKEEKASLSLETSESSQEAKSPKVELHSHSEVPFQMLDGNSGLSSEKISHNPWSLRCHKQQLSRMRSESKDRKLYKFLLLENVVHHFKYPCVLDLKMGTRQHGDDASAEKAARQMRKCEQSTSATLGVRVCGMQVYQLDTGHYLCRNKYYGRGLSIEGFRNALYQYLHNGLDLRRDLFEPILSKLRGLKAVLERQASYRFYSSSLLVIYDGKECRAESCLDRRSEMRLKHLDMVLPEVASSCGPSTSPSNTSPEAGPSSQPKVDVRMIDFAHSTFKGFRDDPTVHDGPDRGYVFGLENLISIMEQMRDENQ
#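 ADP-Glo luminescence measures ADP made by human IP6K1 during a 2 h RT reaction with ATP/IP6 (mix at 1.3 mM/130 uM); top library doses 57.5 and 19.1 uM final.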
# GPT2 inhibitor: blocks human glutamate pyruvate transaminase 2 | Q8TD30 | Recombinant GPT2, coupled pyruvate oxidase/HRP Amplex Red fluorescence | Potency, µM (highest dose often 57.7 µM), for the others: at the highest dose activity change, negative = inhibition, usual class: inhibitors | actives 0.25% (n = 100,000) | AID 1671188; note: potency is the fitted concentration of half-maximal effect; nearly all actives have a fitted effect of over 60% in size; many of its hits are not listed in these tables
# Target sequence (Q8TD30 whole entry, looked up): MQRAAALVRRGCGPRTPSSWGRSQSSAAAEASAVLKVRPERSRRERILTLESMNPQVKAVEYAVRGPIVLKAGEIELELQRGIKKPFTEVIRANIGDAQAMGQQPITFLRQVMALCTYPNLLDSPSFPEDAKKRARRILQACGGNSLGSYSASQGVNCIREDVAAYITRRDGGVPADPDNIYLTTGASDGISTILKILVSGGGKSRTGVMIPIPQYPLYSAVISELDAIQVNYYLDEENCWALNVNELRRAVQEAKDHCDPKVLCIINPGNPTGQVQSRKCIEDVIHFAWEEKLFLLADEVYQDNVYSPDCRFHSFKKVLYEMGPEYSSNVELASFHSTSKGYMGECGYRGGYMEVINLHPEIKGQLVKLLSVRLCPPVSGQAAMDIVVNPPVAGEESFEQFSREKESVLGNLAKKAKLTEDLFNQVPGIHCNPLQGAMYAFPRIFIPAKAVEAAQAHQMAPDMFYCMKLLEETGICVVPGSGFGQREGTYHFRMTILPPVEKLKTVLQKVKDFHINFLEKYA
#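 Recombinant GPT2 (10ng/uL) with 250uM a-KG and 2mM L-alanine, 30 min at room temperature, in HEPES pH 7.5 buffer. Pyruvate detected by pyruvate oxidase/HRP/Amplex Red fluorescence after 30 min in the dark; AOA (50uM) as positive control.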
# An asterisk follows results filed as active; i = inactive; ? = inconclusive; . = not tested or not shown; [ ] = dose if it differs, or a comment. Unless noted, calls come from the whole dose curve; as a rule, active = well fitted curve in the direction sought with a large enough effect; inconclusive = small, poorly fitted or top-dose-only effect, or another doubt; inactive = no such curve, though single readings can be large; an effect the other way counts as inactive or inconclusive. Unless noted, % is set by controls: 0 for no effect and ±100 for the full control effect. The list is partial; count on the stated rates, not on these rows.
# Values run as follows: 3T3 cytotox	HEK293 tox	Luciferase inh	GPT2 inhibitor	IP6K1 inhibitor	HEK293 viab	SNCA expr inh
O=C(Nc1ccc(Cl)cc1)N1CCCC(c2nn(-c3ccc(F)cc3)c(=O)[nH]2)C1 (stereo not drawn)
  ?	-13.6%	-4.5%	?	-1.9	-13.2%	-23.5%
CCOc1ccc(-n2c(SC(C)C(=O)OC)nc3c([nH]c4ccccc43)c2=O)cc1 (stereo not drawn)
  .	.	.	.	-6.8	-4.7%	-7.3%
O=C1c2[nH]nc(-c3ccccc3O)c2C(c2ccccc2F)N1Cc1cccnc1 (stereo not drawn)
  .	.	.	.	-12.5	-18.2%	-7.4%
CC(C)c1ccc(NC(=O)C(NS(=O)(=O)c2ccc3c(c2)CCC(=O)N3)c2ccccc2)cc1 (stereo not drawn)
  .	.	.	.	-5.2	?	33.2%[activator]
COc1cccc(CNC(=O)c2ccc3c(c2)CC(=O)N3Cc2ccccc2)c1
  ?	?	-2.0%	?	0.8	13.2%	17.3%
O=C([C@@H]1C[C@H](Oc2cccnc2)CN1C(=O)Nc1ccc2c(c1)OCCO2)N1CCCC1
  3.7%	-6.0%	4.2%	i	-4.0	-13.8%	18.9%
Cc1ccc(S(=O)(=O)NC2(C(F)(F)F)NC(=O)N(c3ccc(F)cc3)C2=O)cc1 (stereo not drawn)
  .	.	.	.	2.9	-2.8%	-11.0%
CCNC(=O)N1CCCN(C)c2ccccc21
  -7.0%	1.3%	-2.6%	i	-13.1	5.6%	4.1%
CC(C)NC(=O)c1ccc(Cn2ccn3nc4c(c3c2=O)CCCC4)cc1
  -25.3%	?	0.8%	i	-4.7	0.9%	6.2%
Cc1ccc(O)c(NC(=O)c2cc(-c3ccccc3O)no2)c1
  .	.	.	.	9.0	9.6%	121.8%[activator]
Cc1cccc(C(=O)N2C(C(=O)NC3CC3)COC23CCN(C(=O)C(C)(C)C)CC3)c1 (stereo not drawn)
  -11.6%	-15.8%	-1.1%	i	-2.8	4.3%	-10.8%
CCOc1ccc(-c2n[nH]c3c2C(c2ccccc2OC)N(c2ccc(Br)cc2)C3=O)cc1 (stereo not drawn)
  .	.	.	.	15.8	-1.2%	0.8%
COc1ccc(CCNC(=O)C2(Cc3ccccc3)CCCCC(=O)N2)cc1OC (stereo not drawn)
  -25.3%	-8.7%	.	0.2%	-9.5	4.0%	5.8%
COc1ccc(C)cc1NS(=O)(=O)c1c(C)nc2sc(C)cn2c1=O
  .	.	.	.	-1.8	4.9%	9.4%
COc1ccc(CNC(=O)C[C@@H]2C[C@@H](C(C)C)[C@H](CC#N)C=C2C)cc1
  ?	?	-1.4%[172 µM]	2.8%[88.5 µM]	-0.6	-2.6%[87.6 µM]	-13.3%[87.6 µM]
CC1=C(C(=O)N(C)C)C(c2ccc(Cl)cc2)N2C(CC(=O)NCc3ccco3)=CSC2=N1 (stereo not drawn)
  -16.2%	?	-10.4%	-16.8%	-5.1	-7.9%	-31.5%
Cc1nc2ccc(S(=O)(=O)NCC(=O)NCc3ccc(Cl)cc3)cc2s1
  .	.	.	.	-0.3	7.7%	23.2%
CCCn1cc(C2CCN(S(=O)(=O)c3c(C)cc(C)cc3C)CC2)c2ccccc21
  ?	?	-4.2%	-17.9%	26.8	3.8%	4.4%
O=C(CCC1CCCN(Cc2cccn2-c2cccnc2)C1)Nc1ccccc1F (stereo not drawn)
  -20.9%	-8.6%	-8.6%	1.3%	0.7	0.2%	3.1%
CCOC(=O)c1c(NC(C)=O)c2c3c(sc2n1Cc1nc(-c2ccccc2Cl)oc1C)CCCC3
  .	.	.	.	-30.4*	-23.5%	?
Cc1cc(NC(=O)c2cnn(-c3ccccc3)c2-n2cccc2)ccc1Br
  .	.	.	.	-4.4	5.5%	158.0%[activator]
Cc1nc([C@@H]2CN(C(=O)c3nn(C)c4ccccc34)C[C@H]2C(N)=O)n[nH]1
  2.0%	i	1.9%	i	13.7	8.6%	57.2%[activator]
Cc1c2cnn(CC(=O)N3CCCCC3)c(=O)c2c(C)n1Cc1ccc(F)cc1
  .	.	.	.	17.5	4.0%	17.7%
COc1ccc(CCN2C(=O)O[C@@H]3CN(c4nc(OC)cc(OC)n4)C[C@@H]32)cc1
  ?	-7.7%	3.7%	i	3.8	11.4%	2.9%
CCOc1ccc(N(C(C)C(=O)Nc2cc(Cl)ccc2OC)S(C)(=O)=O)cc1 (stereo not drawn)
  .	.	.	.	3.0	-18.1%	-12.4%
COCCN1CCC2(CCC1=O)CN(Cc1cccc(Cl)c1)CCN2C (stereo not drawn)
  -3.2%	-5.3%	-1.6%	4.5%[11.5 µM]	-17.7	2.4%	7.7%
Cc1cc(-c2ccc(C)c(S(=O)(=O)N3CCOc4ccc(Cl)cc43)c2)on1
  .	.	.	.	19.8	-17.1%	?
CN(Cc1ccccc1)C(=O)Nc1ccc2c(c1)N(C)C(=O)c1ccccc1S2
  .	.	.	.	5.5	-12.5%	-22.0%
O=S(=O)(c1ccccc1)N1CCC(F)(c2nc(-c3ccncc3)no2)CC1
  ?	31.6µM*	.	i	4.3	-0.1%	-9.9%
Cc1nnc(N2CCN(C(=O)Nc3cc(F)ccc3F)CC2)c2nn(-c3ccc(Cl)cc3)c(C)c12
  .	.	.	.	-4.0	-21.7%	?
CCOC(=O)c1[nH]c2c(c1Cc1ccccc1OC)C(=O)CC(c1ccc(OC)cc1)C2 (stereo not drawn)
  .	.	.	.	-4.5	12.7%	-21.0%
Cc1ccc(C)c(NC(=O)Cn2cc(C(=O)c3ccc(Cl)cc3)c(=O)c3ccc(C)nc32)c1
  .	.	.	.	-9.4	-1.0%	2.9%
COc1cc(NC(=O)Cn2c(=O)ccc3cc(S(=O)(=O)N4CCCC4)ccc32)cc(OC)c1
  .	.	.	.	-3.3	-7.2%	?
COc1cccc(CNc2ccc3c(c2)ncn3C)c1OC
  .	.	.	.	7.6	-26.8%	111.7%[activator]
CCn1cc(CN2CCC3(CCC(=O)N(C(C)C(=O)O)C3)CC2)cn1 (stereo not drawn)
  -4.5%	4.9%	0.0%	i	0.0	2.9%	24.5%
O=C1CCCCCN1CCC(=O)N1CCCC(Nc2ccc(F)cc2)C1 (stereo not drawn)
  3.0%	1.8%	13.0%	i	-8.4	-5.9%	-28.8%
Cc1cc(C)cc(C(=O)Nc2ccc(-c3nc4ncccc4o3)cc2)c1
  .	.	.	.	-4.0	-8.1%	46.4%[activator]
CN1C[C@@H](NC(=O)NCc2ccccc2)C[C@H]1c1nc(-c2cncnc2)no1
  -11.1%[174 µM]	3.1%[172 µM]	-5.0%[172 µM]	-4.8%[88.5 µM]	11.4	2.1%[87.6 µM]	19.6%[87.6 µM]
COc1ccc(NC(=O)c2nnn(-c3ccc(C(C)C)cc3)c2C)c(OC)c1
  .	.	.	.	-16.0	-12.9%	-7.2%
COc1ccc(-n2c(=O)c(C(=O)NC3CC3)nc3cccnc32)cc1
  -15.6%[138 µM]	-10.1%[172 µM]	.	0.2%[88.5 µM]	16.3	-11.3%[87.6 µM]	-7.8%[87.6 µM]
COc1ccc(Nc2ccnc(N3CCCC(C(=O)NCc4ccccc4)C3)n2)cc1 (stereo not drawn)
  35.5µM*	39.8µM*	.	i	-0.6	?	?
COc1ccc(N(CC(=O)NCCc2ccc(C)cc2)S(=O)(=O)c2c(C)nn(C)c2C)cc1
  .	.	.	.	-5.7	-2.5%	?
O=C(NC1CCN(c2ccc3nnc(-c4ccccc4)n3n2)CC1)c1cccc(C(F)(F)F)c1
  -36.2%	-46.9%	.	.	-3.8	.	.
CCOc1ccc(NC(=O)CCc2c(C)nc3cc(-c4ccccc4OC)nn3c2C)cc1
  .	.	.	.	-11.5	-7.9%	24.0%
CC1(C)C(=O)N(Cc2ccccc2F)[C@H]2CN(Cc3ccc4c(c3)CCO4)C[C@H]2[S+]1(=O)[O-]
  ?	?	-9.5%	-23.5%	-1.2	0.5%	6.3%
CC(C)c1noc(C2Cc3ccccc3N2C(=O)CCn2cnnn2)n1 (stereo not drawn)
  2.7%	6.2%	-12.6%	i	7.5	6.9%	84.6%[activator]
COc1cccc(-c2ccc(C(=O)N3CCC(C(=O)NCCCc4ccccc4)CC3)cc2)c1
  ?	?	.	-4.0%	-7.0	-14.0%[12.5 µM]	-25.7%
Cn1ccc2cc(S(=O)(=O)N3CCN(C(=O)Nc4cccc(F)c4)CC3)ccc21
  .	.	.	.	-0.5	7.7%	12.9%
COc1ccc(CNC(=O)[C@@H]2CCC[C@@H](NCC3CC3)CN(C)C(=O)C2)cc1
  0.4%[174 µM]	i	0.9%[172 µM]	-6.3%[88.5 µM]	-0.7	-3.7%[87.6 µM]	1.3%[87.6 µM]
CCc1nnc(NC(=O)c2nc(S(=O)(=O)Cc3cccc(C)c3)ncc2Cl)s1
  .	.	.	.	-4.1	20µM*	?
CC(=O)Nc1ccc(CC(=O)N2CCC(C)(c3noc(C)n3)CC2)cc1
  1.4%	-5.5%	-6.2%	i	0.6	-2.7%	0.9%
CCCN(CCC)CCNC(=O)Cn1cc2c(n1)-c1c(oc(C(=O)N3CCCC3)c1C)CC2
  .	.	.	.	10.5	-10.7%	1.8%
COCCn1cnnc1C(C)Nc1nc(C(C)C)nc2c1cnn2C (stereo not drawn)
  0.4%	i	-7.5%	-8.8%	-15.0	7.7%	-3.2%
COCCN1CCCCCC(O)c2cc(C(=O)N3CC=C(c4ccccc4)CC3)ccc21 (stereo not drawn)
  ?	?	-7.9%	i	4.7	2.8%	14.7%
COc1ccccc1CNC(=O)C1CCN(C(=O)c2ncn3c2COC(c2ccccc2)C3)CC1 (stereo not drawn)
  i	-4.5%	12.6µM*	-3.2%	0.0	0.9%	72.0%[activator]
C[C@]1(CO)[C@H]2Cc3sc(NC(=O)c4ccnc(Cl)c4)nc3[C@@H](CC(=O)NCc3ccco3)[C@]2(C)CC[C@H]1O
  ?	?	-3.1%	2.5%	-4.9	2.2%	11.6%
FC(F)(F)c1ccc(CN2CCCC3(CC(c4cccc(C(F)(F)F)c4)=NO3)C2)cc1 (stereo not drawn)
  -21.1%	?	.	-6.5%	-6.9	5.6%	28.9%
O=C1NC(=NC2CCCC2)C2(CCN([S+](=O)([O-])c3cccc(C(F)(F)F)c3)C2)N1c1cc(F)cc(F)c1 (stereo not drawn)
  -28.9%	?	.	i	2.8	-12.2%	?
COc1ccc(C(=O)NC[C@H]2O[C@H](Cc3cc(-c4ccccc4)on3)CC[C@@H]2O)cc1
  ?	-28.6%[172 µM]	14.1%[172 µM]	0.2%[88.5 µM]	-11.1	-9.1%[87.6 µM]	103.4%[activator][87.6 µM]
